Compound activity as filed in PubChem BioAssay.
TcdB inh: blocks C. difficile toxin B glycohydrolase activity | TcdB glycohydrolase enzymatic assay, plate reader | inhibition, % at 9.99 µM | actives 0.24% (n = 350,000) | AID 652162; in the data active = inhibition above about 10%
Target sequence (P18177 whole entry, looked up): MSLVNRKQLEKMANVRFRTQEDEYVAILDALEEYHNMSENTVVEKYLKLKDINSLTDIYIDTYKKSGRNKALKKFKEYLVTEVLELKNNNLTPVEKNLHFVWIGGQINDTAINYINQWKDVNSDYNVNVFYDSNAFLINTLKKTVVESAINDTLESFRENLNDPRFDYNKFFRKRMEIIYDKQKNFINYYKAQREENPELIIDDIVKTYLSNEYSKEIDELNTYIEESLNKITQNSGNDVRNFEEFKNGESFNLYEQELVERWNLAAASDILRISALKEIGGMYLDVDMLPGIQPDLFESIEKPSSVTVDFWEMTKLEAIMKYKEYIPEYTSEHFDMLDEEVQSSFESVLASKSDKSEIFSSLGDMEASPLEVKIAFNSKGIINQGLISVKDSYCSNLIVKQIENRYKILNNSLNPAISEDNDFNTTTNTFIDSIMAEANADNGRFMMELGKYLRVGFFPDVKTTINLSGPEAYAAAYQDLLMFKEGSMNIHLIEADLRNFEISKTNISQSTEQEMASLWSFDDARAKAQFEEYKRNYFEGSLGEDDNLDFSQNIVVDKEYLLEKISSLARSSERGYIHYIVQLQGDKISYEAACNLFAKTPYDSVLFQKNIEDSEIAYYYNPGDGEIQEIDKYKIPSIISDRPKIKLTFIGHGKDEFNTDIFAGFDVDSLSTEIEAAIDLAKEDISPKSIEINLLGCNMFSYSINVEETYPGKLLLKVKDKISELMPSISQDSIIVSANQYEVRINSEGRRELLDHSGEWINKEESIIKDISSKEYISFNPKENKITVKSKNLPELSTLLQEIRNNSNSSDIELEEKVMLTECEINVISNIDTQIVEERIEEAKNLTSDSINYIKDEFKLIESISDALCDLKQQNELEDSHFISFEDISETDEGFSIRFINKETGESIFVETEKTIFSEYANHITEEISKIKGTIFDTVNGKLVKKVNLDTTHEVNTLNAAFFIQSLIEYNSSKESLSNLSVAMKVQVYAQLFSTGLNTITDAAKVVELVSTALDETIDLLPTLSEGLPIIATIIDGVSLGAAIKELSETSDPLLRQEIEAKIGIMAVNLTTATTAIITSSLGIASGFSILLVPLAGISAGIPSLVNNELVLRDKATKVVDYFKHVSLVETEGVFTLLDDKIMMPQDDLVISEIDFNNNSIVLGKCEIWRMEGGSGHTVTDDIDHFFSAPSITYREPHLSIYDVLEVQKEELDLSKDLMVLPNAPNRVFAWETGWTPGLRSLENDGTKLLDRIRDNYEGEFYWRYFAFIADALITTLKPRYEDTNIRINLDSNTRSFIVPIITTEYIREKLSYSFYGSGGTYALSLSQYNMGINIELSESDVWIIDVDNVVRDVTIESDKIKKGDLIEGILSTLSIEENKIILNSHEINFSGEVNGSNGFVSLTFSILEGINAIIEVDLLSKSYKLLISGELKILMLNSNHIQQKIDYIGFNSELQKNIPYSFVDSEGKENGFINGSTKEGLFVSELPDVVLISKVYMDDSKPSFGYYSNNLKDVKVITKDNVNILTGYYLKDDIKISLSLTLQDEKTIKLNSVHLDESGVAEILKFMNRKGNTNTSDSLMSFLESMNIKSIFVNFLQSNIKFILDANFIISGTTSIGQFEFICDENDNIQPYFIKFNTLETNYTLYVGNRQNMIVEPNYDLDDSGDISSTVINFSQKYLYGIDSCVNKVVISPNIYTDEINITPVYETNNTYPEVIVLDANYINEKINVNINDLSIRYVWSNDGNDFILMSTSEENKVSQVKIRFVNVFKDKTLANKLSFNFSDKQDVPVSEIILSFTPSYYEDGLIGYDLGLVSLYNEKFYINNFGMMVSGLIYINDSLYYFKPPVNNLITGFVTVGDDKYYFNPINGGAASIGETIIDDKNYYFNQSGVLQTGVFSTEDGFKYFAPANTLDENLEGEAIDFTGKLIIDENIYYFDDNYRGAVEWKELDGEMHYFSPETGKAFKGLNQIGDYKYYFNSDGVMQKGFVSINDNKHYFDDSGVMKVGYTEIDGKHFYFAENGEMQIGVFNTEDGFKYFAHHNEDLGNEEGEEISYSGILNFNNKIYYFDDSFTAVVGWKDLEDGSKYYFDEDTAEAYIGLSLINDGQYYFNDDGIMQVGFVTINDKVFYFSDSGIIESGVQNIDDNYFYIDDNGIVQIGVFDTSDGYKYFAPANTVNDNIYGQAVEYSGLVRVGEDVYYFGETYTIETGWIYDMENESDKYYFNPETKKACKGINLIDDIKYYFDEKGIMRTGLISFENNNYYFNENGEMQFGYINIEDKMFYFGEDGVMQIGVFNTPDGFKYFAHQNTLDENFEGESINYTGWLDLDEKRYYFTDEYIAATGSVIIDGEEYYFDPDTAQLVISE
Mtb BioA inh: inhibitors of Mycobacterium tuberculosis BioA enzyme. purified M. tuberculosis BioA enzyme, plate reader. inhibition, % at 9.99 µM. actives 0.096% (n = 360,000); in the data active = inhibition above about 40%
Numbers without * were called inactive; & = joins results of further samples. Not all compounds are listed. The share of hits here may be higher or lower than overall.

SMILES	TcdB inh	Mtb BioA inh
C[C@@H]1CN([C@@H](C)CO)C(=O)c2cc(NC(=O)c3ccncc3)ccc2O[C@H]1CN(C)S(=O)(=O)c1cccs1	-0.3	7.3
C[C@H]1CN([C@@H](C)CO)C(=O)c2cc(NC(=O)Nc3ccccc3)ccc2O[C@H]1CN(C)C(=O)Nc1cccc2ccccc12	2.1	-3.3
CCS(=O)(=O)N[C@H]1CC[C@H](CC(=O)Nc2ccc(-c3ccccc3)cc2)O[C@H]1CO	-1.3	2.4
CO[C@@H]1CN(C)C(=O)c2ccc(NC(=O)C3CC3)cc2OC[C@H](C)NC[C@@H]1C	1.7	0.8
O=C(C[C@@H]1CC[C@@H]2[C@H](COC[C@H](O)CN2C(=O)c2cnccn2)O1)NCc1ccc(Cl)cc1	-0.5	-1.1
C[C@@H]1CN([C@@H](C)CO)C(=O)c2cccc(NC(=O)Nc3ccccc3)c2O[C@@H]1CN(C)S(C)(=O)=O	1.4	2.9
C[C@H]1CN([C@@H](C)CO)C(=O)Cc2cc(NC(=O)C3CCCCC3)ccc2O[C@H]1CN(C)S(=O)(=O)c1ccc(Cl)cc1	-0.5	-1.8
CC(C)CC#Cc1ccc2c(c1)O[C@@H](CN(C)Cc1ccc(F)cc1)[C@@H](C)CN([C@H](C)CO)S2(=O)=O	0.7	-0.4
Cc1noc(C)c1NC(=O)Nc1ccc2c(c1)C(=O)N([C@@H](C)CO)C[C@H](C)[C@H](CN(C)C)OCCCC[C@@H](C)O2	-1.6	0.5
CC(=O)N1[C@@H](CO)[C@H](c2ccccc2)[C@@H]1CN(CC(C)C)C(=O)c1ccccn1	-0.5	6.4
C[C@@H]1CN([C@H](C)CO)C(=O)c2cccc(NC(=O)Nc3ccc(C(F)(F)F)cc3)c2O[C@@H]1CN(C)C	-0.2	-1.8
C[C@@H](NC(=O)[C@H]1[C@H](CO)[C@H]2Cn3c(cccc3=O)[C@H]2N1CC1CC1)c1ccccc1	-0.5	-0.6
COCC(=O)N(C)C[C@H]1Oc2cc(-c3ccncc3)ccc2S(=O)(=O)N([C@H](C)CO)C[C@H]1C	-1.5	-0.2
C[C@@H]1CN([C@H](C)CO)C(=O)c2cc(C#Cc3ccccc3F)cnc2O[C@@H]1CN(C)C(=O)C1CCC1	2.4	-3.0
C[C@H](CO)N1C[C@H](C)[C@@H](CN(C)C)Oc2ccc(NS(=O)(=O)c3cccs3)cc2CC1=O	0.0	4.2
C[C@H]1CN([C@@H](C)CO)S(=O)(=O)c2ccc(-c3cccnc3)cc2O[C@H]1CN(C)CC1CC1	0.3	1.0
CCNC(=O)C[C@@H]1C=C[C@@H](NC(=O)C2CCC2)[C@@H](CO)O1	-1.7	-0.7
C[C@@H]1CN([C@@H](C)CO)C(=O)Cc2cc(NC(=O)Nc3ccccc3)ccc2O[C@@H]1CN(C)Cc1ccc(C(F)(F)F)cc1	-1.2	-3.7
CCCNC(=O)N1[C@@H]2c3ccc(-c4cccc(OC)c4)c(=O)n3C[C@H]1[C@H](CO)[C@H]2C(=O)NC1CCC1	-2.9	1.5
Cc1ccc(S(=O)(=O)N(C)C[C@@H]2Oc3ncc(C#CC(C)(C)O)cc3C(=O)N([C@H](C)CO)C[C@@H]2C)cc1	0.0	0.5
Cc1ccc(S(=O)(=O)Nc2ccc3c(c2)C(=O)N([C@H](C)CO)C[C@@H](C)[C@@H](CN(C)C(=O)Nc2c(C)noc2C)OCCCC[C@@H](C)O3)cc1	1.1	0.8
Cc1noc(C)c1NC(=O)Nc1cccc2c1O[C@H](CN(C)C(=O)Nc1ccccc1)[C@H](C)CN([C@@H](C)CO)C2=O	-1.4	-1.5
C[C@@H]1CN([C@H](C)CO)C(=O)c2cc(C#CC3CC3)cnc2O[C@@H]1CN(C)S(C)(=O)=O	-3.2	2.4
COc1ccc(-c2ccc3c(c2)O[C@H](CN(C)C(C)=O)[C@@H](C)CN([C@H](C)CO)S3(=O)=O)cc1	-0.8	-1.0
CCC(=O)N[C@H]1C=C[C@@H](CC(=O)NCc2ccccc2F)O[C@H]1CO	-0.6	-4.7

(listing goes on)
SMILES	TcdB inh	Mtb BioA inh
O=C(NCC[C@H]1CC[C@@H](NC(=O)C2CCC2)[C@H](CO)O1)c1cc(Cl)cc(Cl)c1	-0.7	0.3
COc1ccc(S(=O)(=O)Nc2cccc3c2O[C@@H](CN(C)S(=O)(=O)c2cccs2)[C@@H](C)CN([C@@H](C)CO)C3=O)cc1	-0.2	-1.4
Cc1ccccc1-c1ccc2c(c1)O[C@H](CN(C)C(=O)Nc1ccccc1)[C@@H](C)CN([C@H](C)CO)S2(=O)=O	-1.7	1.4
C[C@H]1CN([C@@H](C)CO)C(=O)c2cc(NC(=O)Cc3cn(C)c4ccccc34)ccc2O[C@@H]1CN(C)Cc1ccc(C(=O)O)cc1	0.8	3.4
O=C(c1ccc(F)cc1)N1CCCCN2[C@H](CO)[C@@H](c3ccc(/C=C/c4ccccc4)cc3)[C@@H]2C1	-0.6	0.2
C[C@H](CO)N1C[C@H](C)[C@H](CN(C)C(=O)Nc2ccc(C(F)(F)F)cc2)Oc2ccc(NC(=O)CCC(F)(F)F)cc2C1=O	1.1	0.1
O=S(=O)(c1ccccc1)N1C[C@H]2[C@@H](c3ccccc31)[C@@H](CO)N2Cc1ccccn1	0.0	-5.3
C[C@@H]1CN([C@@H](C)CO)C(=O)Cc2cc(NC(=O)NC3CCCCC3)ccc2O[C@@H]1CN(C)C(=O)NC1CCCCC1	0.0	-1.4
CCCNC(=O)N[C@H]1CC[C@H](CC(=O)NC2CCCCC2)O[C@@H]1CO	0.7	-6.6
CCNC(=O)C[C@@H]1CC[C@H]2[C@@H](COc3ccc(NC(=O)Nc4ccccc4F)cc3C(=O)N2C)O1	-0.2	-0.5
CN1C(=O)c2cc(NS(C)(=O)=O)ccc2OC[C@H]2O[C@H](CC(=O)NC3CCCCC3)CC[C@H]21	-0.2	-0.8
C[C@@H]1CN([C@H](C)CO)C(=O)c2cc(NC(=O)Cc3cn(C)c4ccccc34)ccc2O[C@@H]1CN(C)S(=O)(=O)c1ccccc1	-0.8	-0.7
O=C(Nc1ccc2c(c1)[C@H]1C[C@@H](CC(=O)N3CCc4ccccc4C3)O[C@H](CO)[C@H]1O2)C1CCOCC1	0.8	1.2
COc1cccc(C(=O)Nc2ccc3c(c2)C(=O)N(C)[C@@H]2CC[C@@H](CC(=O)NCCCN4CCOCC4)O[C@H]2CO3)c1	1.1	0.5
CCCC(=O)Nc1ccc2c(c1)C(=O)N(C)C[C@@H](OC)[C@H](C)CN(Cc1cc(-c3ccccc3)on1)[C@H](C)CO2	-1.2	-1.4
C[C@H]1CN([C@@H](C)CO)C(=O)c2cccc(NS(=O)(=O)c3cccs3)c2O[C@H]1CN(C)Cc1ccc(Cl)c(Cl)c1	0.8	0.5
C[C@@H]1CN([C@@H](C)CO)C(=O)c2cc(NS(=O)(=O)c3ccc(F)cc3)ccc2O[C@@H]1CN(C)C(=O)NC1CCCCC1	-4.2	1.1
COc1ccc(NC(=O)N(C)C[C@H]2Oc3ccc(NS(=O)(=O)c4ccc(OC)cc4)cc3CC(=O)N([C@H](C)CO)C[C@H]2C)cc1	0.8	5.7
O=C(N[C@@H]1CC[C@H](CCNS(=O)(=O)c2ccc(F)cc2)O[C@H]1CO)c1ccccn1	-0.5	-3.6
C[C@@H]1CCCCO[C@H](CN(C)CC2CCCCC2)[C@@H](C)CN([C@H](C)CO)C(=O)c2cc(NC(=O)Nc3ccc4c(c3)OCO4)ccc2O1	0.5	0.1
CCC(=O)N(C)C[C@@H]1Oc2ncc(-c3ccc(C)cc3)cc2C(=O)N([C@H](C)CO)C[C@H]1C	-5.1	0.2
Cc1ccc(CN(C)C[C@H]2OCc3cn(nn3)CCCC(=O)N([C@H](C)CO)C[C@H]2C)cc1	0.9	-1.1
C[C@@H]1CCCCO[C@H](CN(C)C(=O)C2CCCCC2)[C@H](C)CN([C@@H](C)CO)C(=O)c2cc(NS(=O)(=O)c3ccc(Cl)cc3)ccc2O1	-0.2	1.6
COc1ccc(S(=O)(=O)Nc2ccc3c(c2)CC(=O)N([C@@H](C)CO)C[C@@H](C)[C@H](CN(C)Cc2ccc(Oc4ccccc4)cc2)O3)cc1	0.7	-5.8
CN1C(=O)c2cc(NC(=O)c3ccc(F)cc3)ccc2OC[C@H]2O[C@@H](CC(=O)NC3CCC3)CC[C@@H]21	-1.2	-0.3

(further entries)
SMILES	TcdB inh	Mtb BioA inh
COCC(=O)N(C)C[C@H]1Oc2cc(C#CCC3CCCC3)ccc2S(=O)(=O)N([C@@H](C)CO)C[C@H]1C	-1.1	-0.4
O=C(N[C@@H]1CC[C@H](CCn2cc(-c3ccccn3)nn2)O[C@H]1CO)c1ccncc1	-1.3	-1.5
O=C(C[C@@H]1CC[C@H](NC(=O)Nc2cc(F)ccc2F)[C@H](CO)O1)NCCCN1CCOCC1	0.0	-0.3
CNC(=O)C[C@H]1CC[C@@H]2[C@H](COC[C@@H](O)CN2S(=O)(=O)c2ccccc2Cl)O1	0.1	-1.9
CN1C(=O)c2cc(NC(=O)c3ccc(F)c(F)c3)ccc2OC[C@@H]2O[C@@H](CC(=O)N[C@@H]3CCN(Cc4ccccc4)C3)CC[C@H]21	-0.4	5.4
CO[C@H]1CN(C)C(=O)c2cc(NC(=O)c3ccno3)ccc2OC[C@H](C)NC[C@@H]1C	-0.1	4.7
COc1ccc(-c2ccc([C@H]3[C@@H](CO)N(C(=O)C4CC4)[C@H]3C#N)cc2)cc1	-5.6	-0.7
C/C=C/c1cnc2c(c1)C(=O)N([C@H](C)CO)C[C@@H](C)[C@H](CN(C)C(=O)CN1CCOCC1)O2	0.7	-0.6
COCC#Cc1cnc2c(c1)C(=O)N([C@H](C)CO)C[C@@H](C)[C@H](CN(C)C(=O)Nc1ccc(OC)cc1)O2	0.8	-1.8
CO[C@@H](CN(C)S(=O)(=O)c1ccc(C)cc1)[C@H](C)CN(Cc1ccccc1Cl)[C@@H](C)CO	1.1	2.9
O=C(CN1CCOCC1)NCC[C@H]1CC[C@H](NC(=O)Nc2ccc(F)cc2)[C@H](CO)O1	-2.2	-1.2
COc1ccc(NC(=O)Nc2ccc3c(c2)C(=O)N([C@@H](C)CO)C[C@@H](C)[C@H](CN(C)S(=O)(=O)c2ccc(C)cc2)OCCCC[C@@H](C)O3)cc1	-2.6	-1.9
C[C@@H]1CCCCO[C@@H](CN(C)S(=O)(=O)c2ccc(Cl)cc2)[C@@H](C)CN([C@@H](C)CO)C(=O)c2cc(NC(=O)Nc3ccccc3)ccc2O1	1.9	-3.2
C[C@H](CO)N1C[C@H](C)[C@H](CN(C)C(=O)Nc2ccc(-c3cccs3)cc2)OCc2cn(nn2)CCCC1=O	4.3	2.2
O=C(N[C@@H]1CC[C@@H](CCNS(=O)(=O)c2ccccc2Cl)O[C@@H]1CO)c1ccccc1	0.2	-2.2
CC(C)NC(=O)N(C)C[C@H]1Oc2ccc(NS(C)(=O)=O)cc2CC(=O)N([C@@H](C)CO)C[C@H]1C	0.1	1.7
C[C@@H]1CN([C@@H](C)CO)C(=O)c2cc(NC(=O)Nc3ccc4c(c3)OCO4)ccc2O[C@@H]1CN(C)Cc1ccc(-c2ccccc2)cc1	0.1	-1.3
CN1c2ccc(Br)cc2[C@H]2NCC[C@H]2[C@H]1CO	0.9	-2.0&-2.8
C[C@@H]1CN([C@@H](C)CO)C(=O)c2cccc(NS(=O)(=O)c3ccc(F)cc3)c2O[C@H]1CN(C)C(=O)Nc1ccc(C(F)(F)F)cc1	0.5	-0.3
CC=Cc1ccc2n(c1=O)C[C@@H]1[C@@H](CO)[C@H](C(=O)Nc3ccc(-c4ccccc4)cc3)N(CC)[C@H]21 (mixture of isomers)	-0.2	-2.4
C[C@H]1CN([C@@H](C)CO)C(=O)c2cccc(N(C)C)c2O[C@@H]1CN(C)C(=O)NC1CCCCC1	-0.8	-1.9
C[C@H]1CN([C@@H](C)CO)C(=O)c2cccc(NC(=O)c3ccc(-c4nccs4)cc3)c2O[C@@H]1CN(C)C(=O)Nc1ccc2c(c1)OCO2	-1.8	-1.4
C[C@H](CO)N1C[C@H](C)[C@@H](CN(C)Cc2ccccn2)Oc2cc(Br)ccc2S1(=O)=O	0.6	2.1
N[C@@H]1CC[C@@H](CCn2cc(C3CCCCC3)nn2)O[C@H]1CO	-1.4	-0.8
COc1ccc(CN(C)C[C@@H]2OCCCC[C@@H](C)Oc3ccc(NS(=O)(=O)c4ccc(C)cc4)cc3C(=O)N([C@@H](C)CO)C[C@H]2C)cc1	0.9	3.4

Structures from the list above that have two or more sulfur atoms, in the order listed:
SMILES	TcdB inh	Mtb BioA inh
C[C@@H]1CN([C@@H](C)CO)C(=O)c2cc(NC(=O)c3ccncc3)ccc2O[C@H]1CN(C)S(=O)(=O)c1cccs1	-0.3	7.3
C[C@H](CO)N1C[C@H](C)[C@@H](CN(C)C)Oc2ccc(NS(=O)(=O)c3cccs3)cc2CC1=O	0.0	4.2
COc1ccc(S(=O)(=O)Nc2cccc3c2O[C@@H](CN(C)S(=O)(=O)c2cccs2)[C@@H](C)CN([C@@H](C)CO)C3=O)cc1	-0.2	-1.4
C[C@H]1CN([C@@H](C)CO)C(=O)c2cccc(NS(=O)(=O)c3cccs3)c2O[C@H]1CN(C)Cc1ccc(Cl)c(Cl)c1	0.8	0.5

3 entries from above, with bars between the fields.
SMILES | TcdB inh | Mtb BioA inh
C[C@H](CO)N1C[C@H](C)[C@@H](CN(C)Cc2ccccn2)Oc2cc(Br)ccc2S1(=O)=O | 0.6 | 2.1
N[C@@H]1CC[C@@H](CCn2cc(C3CCCCC3)nn2)O[C@H]1CO | -1.4 | -0.8
COc1ccc(CN(C)C[C@@H]2OCCCC[C@@H](C)Oc3ccc(NS(=O)(=O)c4ccc(C)cc4)cc3C(=O)N([C@@H](C)CO)C[C@H]2C)cc1 | 0.9 | 3.4
